Source: PubChem BioAssay (The Scripps Research Institute Molecular Screening Center)
CHRM4 antagonist: antagonists of human muscarinic M4 receptor (CHRM4) | 0.73% of 360,000 active | AID 624125 | inhibition, % at 3 µM | CHO-hM4 cells, ACh EC80, Fluo-8 calcium fluorescence | P08173;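 active = inhibition above its plate's cutoff, the mean inhibition of sample wells plus 3 SD, cut at about 27% in these data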;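 note: 0% = acetylcholine EC80 with DMSO and 100% = DMSO without agonist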
M5 antag: blocks acetylcholine activation of human M5 receptor; 0.59% of 360,000 active; P08912; inhibition, % at 3 µM; CHO-hM5 cells, Fluo-8 calcium fluorescence, ACh EC80; AID 624040;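 active = inhibition above a per-plate cutoff, the mean of that plate's test compounds plus 3 SD, cut at about 27% in these data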;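 note: 0% = acetylcholine EC80 with DMSO and 100% = DMSO without agonist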
Target sequence (P08912 whole entry, looked up): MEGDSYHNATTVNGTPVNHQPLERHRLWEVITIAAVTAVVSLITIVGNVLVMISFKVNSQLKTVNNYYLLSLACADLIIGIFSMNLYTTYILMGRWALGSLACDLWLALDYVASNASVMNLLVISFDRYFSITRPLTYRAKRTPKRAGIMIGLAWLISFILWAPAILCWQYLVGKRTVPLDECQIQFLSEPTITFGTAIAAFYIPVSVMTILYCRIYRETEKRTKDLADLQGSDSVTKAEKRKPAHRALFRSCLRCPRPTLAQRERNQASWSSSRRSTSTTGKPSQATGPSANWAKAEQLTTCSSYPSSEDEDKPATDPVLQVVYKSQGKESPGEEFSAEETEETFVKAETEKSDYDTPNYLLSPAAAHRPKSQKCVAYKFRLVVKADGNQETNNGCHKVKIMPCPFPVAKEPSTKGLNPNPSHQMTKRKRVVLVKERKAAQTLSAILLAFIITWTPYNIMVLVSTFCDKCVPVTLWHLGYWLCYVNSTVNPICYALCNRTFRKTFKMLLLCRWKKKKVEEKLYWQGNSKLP
CHRM1 agonist: agonists of human M1 muscarinic receptor | P11229 | CHO-K1 hM1, Fluo-8 calcium fluorescence, agonist mode; 0% DMSO, 100% acetylcholine EC100 | activation, % at 3 µM | 0.33% of 360,000 active;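 active = activation above the run's mean compound activation plus 3 SD, cut at about 16% in these data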;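 note: peak over basal fluorescence ratio within a 140 s kinetic read after compound addition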
M4 ag: agonists of human muscarinic M4 receptor (CHRM4) | P08173 | CHO-K1 hM4/Gqi5, Fluo-8 calcium fluorescence; vehicle 0%, full acetylcholine response 100% | activation, % at 3 µM | 0.14% of 360,000 active;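 active = activation above the run mean over all test wells plus 3 SD, cut at about 32% in these data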;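 note: peak over basal fluorescence ratio per well then scaled between controls; 0% = DMSO wells and 100% = acetylcholine at EC100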
TAAR1 ag: human TAAR1 agonism | CHO RD-HGA16 TAAR1, Fluo-8 calcium fluorescence; vehicle wells 0%, saturating PEA agonist 100% | activation, % at 3 µM | Q96RJ0 | 0.99% of 360,000 active;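 active = activation above the mean activation of all test compounds in the run plus 3 SD, cut at about 38% in these data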
Target sequence (Q96RJ0 whole entry, looked up): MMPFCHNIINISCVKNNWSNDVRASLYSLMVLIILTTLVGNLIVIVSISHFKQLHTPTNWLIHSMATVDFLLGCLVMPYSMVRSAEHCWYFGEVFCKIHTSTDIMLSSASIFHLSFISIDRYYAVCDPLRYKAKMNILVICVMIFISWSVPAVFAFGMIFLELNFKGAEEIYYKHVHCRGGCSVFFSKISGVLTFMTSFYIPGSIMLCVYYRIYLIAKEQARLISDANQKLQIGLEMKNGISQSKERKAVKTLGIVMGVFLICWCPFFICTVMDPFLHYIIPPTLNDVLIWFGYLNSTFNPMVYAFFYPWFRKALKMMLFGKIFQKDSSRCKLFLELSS
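Test system: RD-HGA16 (CHO) cells co-expressing Gα16 and hTAAR1 / Benchmarks: DMSO vehicle as 0%, PEA at EC100 as 100% / Repeats: no replicates (n 1) / Measure: % activation from peak over basal fluorescence ratio, DMSO-to-PEA scaled / Timing: 17-24 h plating, Fluo-8 75 min 37 °C, 30 min RT / Technique: kinetic Fluo-8 calcium fluorescence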
M1 PAM: potentiates human M1 receptor response to acetylcholine; P11229; CHO-K1 hM1, Fluo-8 calcium fluorescence, ACh EC20; 0% = ACh EC20, 100% = maximal ACh; activation, % at 3 µM; 0.088% of 360,000 active; AID 588819; in the data active = activation above about 19%, passing the limit was not always enough
M1 antag: human CHRM1 antagonism. P11229. CHO-K1 hM1, Fluo-8 calcium fluorescence, ACh EC80 antagonist. inhibition, % at 3 µM. 1.3% of 360,000 active. AID 588852;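 active = percent inhibition above its own plate's cutoff, namely the mean of that plate's compound wells plus 3 SD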;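 note: peak over basal fluorescence ratio during 140 s after agonist addition; 0% = ACh EC80 plus DMSO and 100% = DMSO alone without agonist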
CHRM5 agonist: agonists of human muscarinic M5 receptor (CHRM5); CHO-K1 hM5 cells, Fluo-8 calcium fluorescence; 0% DMSO wells, 100% maximal acetylcholine response; activation, % at 3 µM; 0.19% of 360,000 active; AID 624037;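 active = activation above the run's mean over test compounds plus 3 SD, cut at about 23% in these data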;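 note: signal is peak over basal fluorescence ratio across the kinetic read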
CHRM5 PAM: positive allosteric modulators of human muscarinic M5 receptor; P08912; CHO-K1 hM5, Fluo-8 calcium, ACh EC20 PAM; 0% = ACh EC20, 100% = ACh EC100; activation, % at 3 µM; 0.3% of 360,000 active; AID 624038;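 active = activation above the run cutoff, the mean activation of all test compounds plus 3 SD, cut at about 18% in these data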
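Measured by: Fluo-8 calcium fluorescence; material: human M5 receptor in CHO-K1 cells; schedule: Post-acetylcholine fluorescence recording 140 s; benchmarks: low control EC20 acetylcholine (0%), high control EC100 acetylcholine (100%); read-out: Max/basal fluorescence ratio as % of EC20–EC100 ACh window; compound: single dose, 3 µM nominal final test concentration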
The depositor's hits bear a star. These rows are one share of the data (hit frequency here may not be typical).

No.	CHRM5 PAM	M1 antag	CHRM5 agonist	TAAR1 ag	CHRM1 agonist	M4 ag	M5 antag	M1 PAM	CHRM4 antagonist	SMILES
1	6	-18	-1	10	4	0	13	21	17	CCN(C(=O)CSc1nccc(=O)[nH]1)C1CCCCC1
2	-7	5	-2	1	-1	2	6	-4	7	Cc1cccc(N2CCN(S(=O)(=O)c3ccc4c(c3)NC(=O)CS4)CC2)c1C
3	3	-6	4	1	-2	0	-1	7	-4	O=C(O)c1cnc2[nH]c3ccccc3n2c1=O
4	-13	8	-2	2	-4	9	0	-10	6	Cc1cccc(-c2nnc(SCc3ccc(C#N)cc3)n2Cc2ccco2)c1
5	-4	-4	-4	10	0	10	-1	2	0	CC(C)c1ccc(NC(=O)CCNS(=O)(=O)c2cc(Br)cnc2N)cc1
6	-1	2	15	38*	9	9	11	15	-12	Cc1ccc(C(=O)N2NC(c3ccc(F)cc3)C3C(=O)N(c4ccc(C)c(C)c4)C(=O)C32)cc1 (centres undefined)
7	3	-5	-2	0	-4	1	-2	7	-2	CC(C)OC(=O)c1nnc(Cc2ccc(Cl)cc2)o1
8	9	-11	3	15	-1	1	-9	10	-2	O=S1(=O)CCC(=Nc2ccc(Cl)cc2)c2ccsc21
9	-4	-2	0	3	-2	6	3	-5	-2	CC1CC(C)CN(C(=O)COC(=O)C2CCN(S(=O)(=O)c3c(Cl)cccc3Cl)CC2)C1 (centres undefined)
10	-7	-3	2	3	0	2	1	5	-10	COCCCNC(=O)c1ccc(Cn2c(=O)[nH]c3ccccc3c2=O)cc1
11	5	2	-8	0	-7	2	3	2	1	CCS(=O)(=O)N1Cc2ccccc2CC1C(=O)OCC(=O)N(C(C)C)C(C)C (centres undefined)
12	0	5	-3	3	-3	1	-5	5	-7	O=C1NN(c2ccccc2)C(=O)C2C1C1C=CC2C12CC2 (centres undefined)
13	-2	-3	3	2	-1	2	8	5	-7	CCCCn1c(N)c(N(CCOC)C(=O)c2cccc(S(=O)(=O)N3CCCCC3)c2)c(=O)[nH]c1=O
14	1	-10	5	7	-2	2	-3	6	7	O=S1(=O)CCC(NC(=S)Nc2ccc3ccccc3c2)C1 (centres undefined)
15	7	-8	-5	-2	-4	1	0	19	-8	COc1ccc([N+](=O)[O-])cc1NC(=O)c1ccccc1SC
16	7	6	-1	0	-8	2	13	-5	0	COc1ccc(CN=C2NN=C(c3cccc(OC)c3)CS2)cc1
17	-5	-4	-1	4	-2	0	0	0	-1	CCOC(=O)c1c(NC(=O)CC2Sc3ccc(C(F)(F)F)cc3NC2=O)sc(C)c1C (centres undefined)
18	4	1	0	-2	-4	-1	15	6	-4	O=c1cc(-c2ccccc2Cl)oc2cccc(O)c12
19	-8	-1	-2	3	-4	1	1	0	5	O=S(=O)(NCc1ccccc1)c1cnc[nH]1
20	-5	5	-3	6	-3	-1	4	-4	-10	CC1=CC(C)(C)N(C(=O)CN2C(=O)c3ccccc3C2=O)c2ccc(C)cc21

No.	CHRM5 PAM	M1 antag	CHRM5 agonist	TAAR1 ag	CHRM1 agonist	M4 ag	M5 antag	M1 PAM	CHRM4 antagonist	SMILES
21	-3	-11	-1	24	-5	1	-2	11	1	CC(C)CN(CC(C)C)S(=O)(=O)N1CCC(C(=O)N2CCc3ccccc3C2)CC1
22	-2	-4	-7	1	-7	1	-2	4	-11	CCN1CCN(S(=O)(=O)c2ccc(Cl)c(C(=O)N(C)C(c3ccccc3)c3ccccc3)c2)CC1
23	1	9	0	14	-7	1	8	-5	-1	CC(C)c1cc(-c2cc(C(=O)Nc3ccccc3)on2)nc(NC2CCCC2)n1
24	2	-3	-3	13	-3	1	-4	2	-10	O=C(NS(=O)(=O)c1ccccc1)c1ccccc1O
25	10	-7	3	14	-8	1	-14	14	-3	COCCNC(=O)/C(C#N)=C/c1ccc(SC)cc1
26	0	-8	-5	9	-10	0	2	7	-9	Cc1cccc(NC(=O)C2CCCN2S(=O)(=O)c2ccc3c(c2)n(C)c(=O)c(=O)n3C)c1 (centres undefined)
27	-2	-3	0	22	-3	0	14	5	2	Cc1cc(C)n2nc(SCc3c(F)cccc3Cl)nc2n1
28	4	-4	-2	-3	-8	0	-5	10	-10	COc1cccc(CN(C)Cc2nc(Cc3ccccc3Cl)no2)c1
29	-1	-4	-2	0	-2	0	10	-1	-1	COC(=O)[C@H](CCSC)NC(=O)NC1CC1
30	0	-15	5	19	-2	1	-2	7	-3	COc1ccc(/C(N)=N/OC(=O)c2cccc([N+](=O)[O-])c2)cc1OC
31	-10	9	-2	7	-4	2	5	-8	1	O=C(CNC(=O)c1ccc(Cl)cc1Cl)OCc1nnc(-c2ccccc2Br)o1
32	-1	-11	0	2	-4	0	4	11	0	CCn1nc(C(=O)NCc2ccco2)c(Cl)c1Cl
33	-5	-8	8	6	-1	3	25	12	12	O=[N+]([O-])/C=C\c1ccc(N2CCOCC2)cc1
34	7	-9	-3	-2	-3	4	-2	8	-3	CCOc1ccc(CCNC(=O)COC(=O)CSc2ccccc2C)cc1OCC
35	2	-8	-3	0	-2	2	1	14	9	Cc1ccc(S(=O)(=O)N2CC=C(C(=O)NC3CCCC3)CC2)cc1
36	0	12	2	1	-3	0	4	-2	-7	CCc1ccc2c(F)cccc2n1
37	-7	-6	-2	1	-1	4	-5	7	-9	O=C(/C=C/NNC(=O)c1ccccc1)c1ccc([N+](=O)[O-])cc1
38	3	-9	-3	1	-2	1	4	2	0	O=C(Nc1cccc2c1C(=O)NC2=O)c1ccc(S(=O)(=O)N2CCCC2)cc1
39	2	0	-5	-2	-6	0	1	3	11	O=C(Nc1cc(Cl)ccc1Cl)C1Cc2ccccc2O/C1=N\O (centres undefined)
40	-5	-9	-3	1	-1	0	8	14	0	NNc1ccc(S(=O)(=O)N2CCCCC2)cn1

Complete entries as entered above:
`NNc1ccc(S(=O)(=O)N2CCCCC2)cn1` is entered as CHRM5 PAM = -5; M1 antag = -9; CHRM5 agonist = -3; TAAR1 ag = 1; CHRM1 agonist = -1; M4 ag = 0; M5 antag = 8; M1 PAM = 14; CHRM4 antagonist = 0
`COCCNC(=O)/C(C#N)=C/c1ccc(SC)cc1` is entered as CHRM5 PAM = 10; M1 antag = -7; CHRM5 agonist = 3; TAAR1 ag = 14; CHRM1 agonist = -8; M4 ag = 1; M5 antag = -14; M1 PAM = 14; CHRM4 antagonist = -3

The results go on.
No.	CHRM5 PAM	M1 antag	CHRM5 agonist	TAAR1 ag	CHRM1 agonist	M4 ag	M5 antag	M1 PAM	CHRM4 antagonist	SMILES
41	3	-6	-1	9	-4	1	-1	-2	-13	Clc1ccc(N2CCN(Cc3ccco3)CC2)cc1
42	2	11	-2	9	-3	1	-4	-6	-4	CS(=O)(=O)N(CC(=O)O)c1ccc(Oc2ccccc2)cc1
43	-5	-9	-4	0	-4	3	6	8	10	CCN1CCN(S(=O)(=O)c2ccc(Cl)c(C(=O)N(C)Cc3cccc(OC)c3)c2)CC1
44	-26	9	1	25	1	15	19	-4	2	CC(C)C(=O)Nc1ccc(N2CCOCC2)c(S(=O)(=O)Nc2ccccc2Cl)c1
45	8	-1	-1	-1	-2	0	1	3	-10	Cc1n[nH]c(=O)c2c(NC(=O)COC(=O)Cc3ccc(Cl)cc3Cl)oc(C)c12
46	0	-12	2	4	1	4	9	8	-10	COc1ccc(S(=O)(=O)N2CCCCC2)cc1NC(=O)Cn1cnc2ccccc2c1=O
47	-7	7	-3	5	-2	1	10	-3	-1	Cc1cccnc1NC(=O)CCNC(=O)c1ccccc1Cl
48	6	-21	1	4	-7	0	-8	14	-3	CN1CCN(C(=O)CCc2nc3ccccc3n2-c2ccccc2)CC1
49	11	-7	-1	2	0	5	-10	10	-6	Cc1ccc(S(=O)(=O)N(C)CC(=O)O/N=C(\N)c2cccc(Br)c2)cc1
50	2	-14	-1	2	-1	2	-3	3	-16	O=C(NNC(=O)c1cccc(Cl)c1)NNC(=O)c1cccc(Cl)c1
51	-8	9	-1	7	-4	18	6	-10	-15	CCN(CC)S(=O)(=O)c1cccc(NC(=O)c2ccc(S(=O)(=O)N3CCCC3)cc2)c1
52	-7	-5	2	2	-1	1	2	5	1	Cc1ccccc1OCC(=O)OCC(=O)Nc1cc(S(C)(=O)=O)ccc1Cl
53	0	-4	-2	3	-4	1	13	6	2	CC(O)CN1CC(O)=C(c2nc3ccccc3s2)C1=N (centres undefined)
54	6	-2	2	4	2	-1	2	13	-3	NC(=O)CC(NC(=O)c1ccc(Br)cc1)c1ccc(N2CCC(Cc3ccccc3)CC2)c([N+](=O)[O-])c1 (centres undefined)
55	-4	-14	-3	0	-6	2	-6	10	6	COc1ccc(OC)c(Nc2ccc(Nc3cc(OC)ccc3OC)nn2)c1
56	-4	-5	-2	6	-4	5	14	6	1	O=C(COc1ccc(Br)cc1)N1CCc2ccccc2C1
57	-2	0	3	4	-5	0	5	4	5	Cc1ccsc1C(=O)OCC(=O)N(C)c1c(N)n(Cc2ccccc2)c(=O)[nH]c1=O
58	6	2	-7	0	-5	2	-6	3	-2	Cc1ccc(C(=O)N2CCN(Cc3ccc4c(c3)OCO4)CC2)o1
59	8	-15	-5	5	-1	1	-7	12	-1	CC(C)CNC(=O)CN(C1CCCCC1)S(=O)(=O)c1ccccc1
60	7	-15	-4	0	-1	4	-1	13	-11	COCCCNC(=S)Nc1cc2oc3ccccc3c2cc1OC
61	-8	13	-2	15	-3	2	12	-2	1	Cc1ccc(C(=O)Oc2cccc(NC(=O)c3ccco3)c2)cc1S(=O)(=O)N1CCC(C)CC1
62	0	-12	0	7	-4	1	-2	11	0	O=C1C(C=NC2CC2)=C(O)c2ccccc21
63	0	-4	-1	11	-2	1	3	3	0	CCOC(=O)C1=C(C)NC(=O)NC1c1ccc(OC(=O)c2ccco2)cc1 (centres undefined)
